PriA SSB inh: inhibitors of Klebsiella pneumoniae PriA binding to SSB C-terminal tail; AlphaScreen SSBct-PriA binding, biotinylated peptide; inhibition, % at 33 µM; hit rate 0.6% among 430,000; AID 1272365; in the data active = inhibition mostly above about 37%, no sharp cut-off; inactive = mostly below about 20%;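 note: plate controls were negative control peptide for no effect and reference peptide for full effect; strong numbers were not always called active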
BoNT A protease: BoNT A light chain protease inhibition | inhibition, % at 10 µM | multiplex microsphere protease substrate cleavage, flow cytometry | hit rate 0.17% among 360,000 | AID 588499; note: plate controls were buffer without enzyme for full effect and enzyme alone for no effect
BoNT-F LC inh: BoNT F light chain protease inhibition; Multiplex microsphere protease cleavage assay, flow cytometry; inhibition, % at 10 µM; hit rate 0.22% among 360,000; AID 588497; in the data active = inhibition above about 35%, passing the limit was not always enough; inconclusive = no clear call, values can overlap the other calls; note: plate controls were buffer without enzyme for full effect and enzyme alone for no effect
PrPC TRFRET: inhibitors of human cell surface prion protein PrPC; P04156; TR-FRET read-out; inhibition, % at 13.8 µM; hit rate 0.43% among 370,000; in the data active = inhibition above about 24%; note: 0% = median of the test wells and 100% = reference compound wells
CCHFV vOTU inh: blocks the CCHF virus ovarian tumor domain protease | AID 651958 | CCHFV vOTU protease, Pep-AMC fluorescence | inhibition, % at 11.5 µM | hit rate 0.55% among 370,000; in the data active = inhibition above about 30%; note: 0% = vehicle wells with enzyme and 100% = no enzyme wells
SARS 3CLpro inh: SARS-CoV 3CLpro protease inhibition; P0C6X7; recombinant SARS-CoV 3CLpro, quenched FRET peptide cleavage; inhibition, % at 6 µM; hit rate 0.14% among 290,000; AID 1706; in the data active = inhibition above about 12%
MazEF act: MazEF (E. coli) toxin RNase activation; FAM/BHQ RNA-DNA oligo cleavage fluorescence, 5 h; activation, % at 20 µM; P0AE70; hit rate 0.32% among 350,000; in the data active = activation above about 50%
Target sequence (P0AE70 whole entry, looked up): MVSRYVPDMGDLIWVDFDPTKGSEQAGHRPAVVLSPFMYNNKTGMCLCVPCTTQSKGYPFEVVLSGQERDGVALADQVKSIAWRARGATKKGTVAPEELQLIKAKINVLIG
Anthrax LF prot: blocks Bacillus anthracis lethal factor protease; AID 588501; P15917; hit rate 0.12% among 360,000; inhibition, % at 10 µM; multiplex microsphere protease cleavage assay, LF; note: plate controls were buffer without enzyme for full effect and enzyme alone for no effect
Rv3671c protease: inhibitors of M. tuberculosis serine protease Rv3671c | P9WHR9 | inhibition, % at 5.96 µM | hit rate 0.048% among 320,000 | AID 2606; in the data active = inhibition above about 38%;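 note: extracellular domain of Rv3671c used as enzyme; 0% = enzyme with DMSO and 100% = no enzyme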
Target sequence (P9WHR9 whole entry, looked up, the tested form may be a part): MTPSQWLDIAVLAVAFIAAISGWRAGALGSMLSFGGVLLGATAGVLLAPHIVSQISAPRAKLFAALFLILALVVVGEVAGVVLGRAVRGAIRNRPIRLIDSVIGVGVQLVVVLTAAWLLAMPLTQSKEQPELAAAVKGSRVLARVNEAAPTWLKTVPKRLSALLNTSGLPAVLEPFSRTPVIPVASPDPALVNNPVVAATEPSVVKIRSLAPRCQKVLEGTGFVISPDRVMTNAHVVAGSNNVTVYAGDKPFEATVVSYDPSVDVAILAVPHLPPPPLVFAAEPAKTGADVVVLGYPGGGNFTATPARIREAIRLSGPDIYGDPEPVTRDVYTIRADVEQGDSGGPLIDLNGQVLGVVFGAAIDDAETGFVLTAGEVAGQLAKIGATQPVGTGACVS
VHR inh abs: blocks human VHR1 dual specificity phosphatase; inhibition, % at 13.3 µM; recombinant VHR phosphatase, pNPP absorbance; AID 1654; hit rate 0.52% among 290,000; P51452; in the data active = inhibition above about 50%; note: some compounds called inactive have numbers as strong as hits
Target sequence (P51452 whole entry, looked up): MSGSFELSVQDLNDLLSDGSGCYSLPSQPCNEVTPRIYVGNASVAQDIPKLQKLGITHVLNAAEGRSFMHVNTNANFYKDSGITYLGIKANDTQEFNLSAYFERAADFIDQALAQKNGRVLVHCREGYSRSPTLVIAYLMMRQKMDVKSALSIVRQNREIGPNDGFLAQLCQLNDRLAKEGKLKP
An asterisk follows results filed as active; i = inactive; ? = inconclusive; · = no result given; & = joins results of further samples. Cut-off read from the data, not from the text of the source, unless noted: active = inhibition above about 30%; inconclusive = no clear call, values can overlap the other calls; inactive = below that.

cpd	Structure	PriA SSB inh	BoNT A protease	BoNT-F LC inh	PrPC TRFRET	CCHFV vOTU inh	SARS 3CLpro inh	MazEF act	Anthrax LF prot	Rv3671c protease	VHR inh abs
1	Cc1n[nH]c(=O)c2c1nnn2Cc1ccc(F)cc1	-5	-0.4	3	-3	-7	-2	-1	6	0	9
2	Cc1noc(C)c1CSc1nc2ccccc2c(=O)n1-c1ccccc1	-5	-1.0	-22	0	3	6	-9	0	4	7
3	Cc1n[nH]c(=S)n(/N=C/c2cccs2)c1=O	i	3.0	?	7	13	-2	-17	24	11	25
4	COc1ccc(/C=C/C(=O)OCC(=O)NCC2CCCO2)cc1 (centres undefined)	-4	-0.5	-2	-2	-10	-4	-9	-3	-5	-8
5	COc1cccc(C2NC(=O)NC(C)=C2C(=O)Nc2cc(OC)ccc2OC)c1 (centres undefined)	6	-4.0	-5	-1	-1	-3	9	1	-3	8
6	O=[N+]([O-])c1cccc(/C=N/Nc2cc(Cl)nc(-c3ccccc3)n2)c1	·	-0.3	-20	4	1	5	-2	-5	-5	16
7	O=C(Nc1cccc(NC(=O)c2cccc([N+](=O)[O-])c2)n1)c1cccc([N+](=O)[O-])c1	-26	-4.8	?	-9	-2	0	1	-11	2	7
8	COc1ccc(C2C(C(=O)N3CCOCC3)=C(C)NC3=C2C(=O)CC(C)(C)C3)c(OC)c1 (centres undefined)	1	0.5	8	-2	-91	-3	8	-3	-10	11
9	Cc1ccc(NC(=O)c2nc[nH]c2C(=O)N2CCCCC2)c(C(=O)c2ccccc2)c1	-5	0.6	2	4	10	0	-11	1	-1	6
10	CS(=O)(=O)N(Cc1ccccc1)c1ccc(C(=O)NCCSc2ccccn2)cc1	-3	1.2	15	-2	0	6	-5	-1	-2	8
11	COc1ccccc1-c1cc(C(=O)N2CCN(c3ccccc3OC)CC2)no1	4	-0.2	-7	·	·	-2	0	-5	-2	21
12	CCOc1ccc(Nc2ncnc3c2cnn3C)cc1	-1	0.8	-4	-1	6	3	3	0	4	8
13	CCOc1cc(NC(=S)Nc2cccc(OC)c2)c(OCC)cc1NC(=O)C1CC1	7	-1.1	-3	-3	20	6	9	-2	-8	31
14	Cc1cn2c(-c3ccc(Cl)cc3)nnc2s1	-12	1.1	6	-3	-8	5	6	-2	2	2
15	N#CCn1c(CCl)nc2ccccc2c1=O	1	0.3	-1	-1	-3	1	-25	-2	6	2
16	CS(=O)(=O)Nc1ccc(C(=O)Nc2ccc(S(=O)(=O)N3CCCC3)cc2)cc1	-11	-1.9	0	9	9	0	1	2	0	11
17	Cc1nn(CC(=O)NCC(C)c2ccccc2)c(=O)c2cc3occc3n12 (centres undefined)	-5	-0.6	4	0	9	-2	16	2	-11	10
18	Cc1ccc(N(CC(=O)N2CCc3ccccc32)S(=O)(=O)c2cccs2)cc1	4	0.3	1	1	-8	3	1	2	-3	16
19	Cc1ccc2c(C)cc[n+](CCCS(=O)(=O)[O-])c2c1	-6	-0.1	-7	-6	-2	3	0	-2	-9	-7
20	CCCCn1c(C)c(C(=O)O)c2cc(OC)c3ccccc3c21	-4	-2.9	-30	2	12	1	-2	7	4	-5
21	O=C(NNC(=O)C1CC=CCC1)c1ccccc1Cl (centres undefined)	-3	-5.2	?	6	4	5	-3	0	·	-5
22	Cc1cc(C)n2nc(C(=O)OCC(=O)Nc3cc(Cl)ccc3C)nc2n1	-8	1.4	2	5	3	·	-2	16	-8	·
23	O=C1/C(=C\c2ccco2)NC(=S)N1c1ccccc1	6	7.3	-9	3	11	-6	24	1	-3	-4
24	O=C(CN1CCN(Cc2ccccc2)CC1)N/N=C/c1cccs1	i	?	?	1	-2	-2	3	5	1	23
25	Cc1cc([N+](=O)[O-])nn1CCCC(=O)NC1CCCCC1	-15	-0.3	4	-2	-3	-2	-1	-5	-8	-3
26	Fc1ccc(COc2ccc(/C=N/n3cnnc3)cc2)cc1	·	0.3	19	3	1	-9	-3	4	-3	-16
27	O=C(Nc1nnc(-c2ccco2)s1)C1CC1	-6	0.1	3	0	6	4	4	1	-3	16
28	CC(=O)c1ccc(OCC(O)CN(C)CCOc2ccc(Br)cc2)cc1 (centres undefined)	-16	-3.4	-45	-16	-14	2	1	10	-11	38
29	O=C1C(=Cc2ccco2)CCCC1=Cc1ccco1	·	7.8	-11	-6	11	·	-36	-9	·	·
30	CCCC[C@H]1C2=C3[C@@H](CC(C(=O)OC)=C[C@@H](C(=O)OC)[C@H]3C(C)(C)C2=O)n2c(=O)n(-c3ccccc3)c(=O)n21	-3	0.2	-11	6	1	·	7	-1	2	·

Shown with values under each structure: entries from further up
Every second line gives: PriA SSB inh | BoNT A protease | BoNT-F LC inh | PrPC TRFRET | CCHFV vOTU inh | SARS 3CLpro inh | MazEF act | Anthrax LF prot | Rv3671c protease | VHR inh abs
25. Cc1cc([N+](=O)[O-])nn1CCCC(=O)NC1CCCCC1
 : -15 | -0.3 | 4 | -2 | -3 | -2 | -1 | -5 | -8 | -3
29. O=C1C(=Cc2ccco2)CCCC1=Cc1ccco1
 : · | 7.8 | -11 | -6 | 11 | · | -36 | -9 | · | ·
18. Cc1ccc(N(CC(=O)N2CCc3ccccc32)S(=O)(=O)c2cccs2)cc1
 : 4 | 0.3 | 1 | 1 | -8 | 3 | 1 | 2 | -3 | 16

Record cards, as listed above. Order of screens: PriA SSB inh | BoNT A protease | BoNT-F LC inh | PrPC TRFRET | CCHFV vOTU inh | SARS 3CLpro inh | MazEF act | Anthrax LF prot | Rv3671c protease | VHR inh abs
`O=C1C(=Cc2ccco2)CCCC1=Cc1ccco1` reads · | 7.8 | -11 | -6 | 11 | · | -36 | -9 | · | ·
`CC(=O)c1ccc(OCC(O)CN(C)CCOc2ccc(Br)cc2)cc1` (centres undefined) reads -16 | -3.4 | -45 | -16 | -14 | 2 | 1 | 10 | -11 | 38
`CCCCn1c(C)c(C(=O)O)c2cc(OC)c3ccccc3c21` reads -4 | -2.9 | -30 | 2 | 12 | 1 | -2 | 7 | 4 | -5
`Cc1cc([N+](=O)[O-])nn1CCCC(=O)NC1CCCCC1` reads -15 | -0.3 | 4 | -2 | -3 | -2 | -1 | -5 | -8 | -3

Along the list, as entered above:
Entries 18–26 in PrPC TRFRET read 1, -6, 2, 6, 5, 3, 1, -2, 3
Entries 18–26 in MazEF act read 1, 0, -2, -3, -2, 24, 3, -1, -3
Entries 18–26 in BoNT A protease read 0.3, -0.1, -2.9, -5.2, 1.4, 7.3, ?, -0.3, 0.3

(cont.)
cpd	Structure	PriA SSB inh	BoNT A protease	BoNT-F LC inh	PrPC TRFRET	CCHFV vOTU inh	SARS 3CLpro inh	MazEF act	Anthrax LF prot	Rv3671c protease	VHR inh abs
31	C[n+]1c(-c2ccccc2)sc([S-])c1-c1ccccc1	10	·	·	-2	-2	·	4	·	9	·
32	CC(C)Nc1ncnc2c1ncn2[C@H]1CN(Cc2ccco2)C[C@@H](CO)O1	·	-0.1	-5	5	5	·	·	-1	·	·
33	COC(=O)C1=C(c2ccc(-c3ccccc3)c(F)c2)C[C@@H]2CC[C@H]1N2C(=O)NCC1CC1	-5	-0.5	-9	15	7	·	2	-6	-8	·
34	COc1ccccc1NC(=O)CSC1=NC(=O)C(Cc2ccccc2)C(=O)N1 (centres undefined)	-9	-5.8	-22	-1	-6	-6	6	8	9	-9
35	NC(=O)N/N=C/c1ccc(N2CCOCC2)s1	·	3.6	-12	-8	1	-1	20	0	-2	3
36	C=C1CC2C3CC[C@@]4(OCOC45COCO5)[C@@]3(C)C(O)CC2[C@@]2(C)CCC(=O)C=C12 (some centres undefined)	-4	-0.3	-3	9	18	-2	-2	0	12	0
37	COC(=O)C1=C(c2ccc(F)cc2OCc2ccccc2)C[C@@H]2CC[C@H]1N2C(=O)NC1CCCCC1	-16	-0.1	1	6	5	·	3	-3	4	·
38	CC(=O)N1CCN(S(=O)(=O)c2cccc(C(=O)Nc3ccc(C)cn3)c2)CC1	-5	4.0	4	10	-5	6	4	4	-2	32
39	COc1ccc(Nc2nc3cc(-c4ccsc4)sc3c(=O)n2C)cc1OC	·	-1.1	-7	-3	5	·	·	-7	·	·
40	O=S(=O)(NCCn1cccc1)c1ccc2ccccc2c1	17	0.8	2	3	3	3	1	-4	-6	8
41	FC(F)(F)c1ccc(-c2nnc(-c3ccccn3)c(-c3ccccn3)n2)nc1	2	?	?	-26	-9	4	-4	-8	1	-7
42	CSc1nc(C)c(CCOCc2ccccc2)c(=O)[nH]1	4	1.5	16	3	0	-2	3	-4	-1	11
43	O=c1c2ccccc2cnn1Cc1ccc(Cl)c(Cl)c1	-13	-2.9	-6	-2	1	0	-4	-5	-14	20
44	Cc1cc(=O)[nH]c(SCC(=O)N2CCCc3ccccc32)n1	-10&10&-10	1.2	5	0	-6	3	-3	3	9	35
45	O=c1cc(-c2ccc([N+](=O)[O-])cc2)c2cc3c(cc2[nH]1)OCCO3	-11	0.6	3	-19	6	7	-5	-2	-4	2
46	CCOC(=O)Cc1csc(NC(=O)C(NC(=O)C2CCCCC2)C(C)C)n1 (centres undefined)	-3	·	·	-6	-5	-1	-4	·	2	25
47	CCn1c(N)c(C(=O)Nc2ccccc2C(=O)OC)sc1=S	-2	0.4	9	-7	1	-5	8	-3	-1	11
48	CCc1nnc(NC(=O)CCC(=O)N2CCC(Cc3ccccc3)CC2)s1	4	0.5	0	5	10	-6	1	0	2	25
49	O=C(Cc1ccccc1[N+](=O)[O-])Nc1nccs1	-1	0.1	-10	-3	7	1	7	2	-1	1
50	COc1ccc(OCC(=O)NNC(=O)c2ccccc2OCc2c(C)noc2C)cc1	-9	0.6	1	6	-7	·	-2	4	2	·
51	CCCCOCCCNC(=O)C[C@@H]1C[C@@]2(C(=O)OC)CCCCC=C2N(Cc2ccco2)C1=O	·	0.1	-11	-5	7	·	·	-9	·	·
52	CNC(=O)C1Cc2c(-c3ccccc3Oc3ccccc3)ccnc2O1 (centres undefined)	·	-0.3	3	-1	8	·	·	4	·	·
53	COCCN(Cc1cc2cc3c(cc2nc1Cl)OCO3)C(=O)Nc1ccc(F)cc1	-5	0.3	-2	5	-18	4	4	0	-3	13
54	CCOC(=O)c1c(OCC)[nH]c2ccc(O)cc12	-11	-4.3	-34	5	-5	1	4	-16	10	0

Screening results: PubChem BioAssay, several laboratories

This is a subset; the hit share may differ from the screen's.
